# Assay outcomes as filed in PubChem BioAssay.
# LMNA splice mod: changes lamin A minigene splicing in HeLa cells; HeLa LMNA splicing GFP/RFP minigene ratio, 48 h; Potency, µM (highest dose often 46.1 µM), without a hit: top-dose ratio change, negative = inhibition, usual class: inhibitors; 0.01% of 200,000 active; AID 1487; active = well fitted inhibition curve with a large enough effect in the signal ratio, with a control signal flat, not every such curve was filed as active; inconclusive = small, poorly fitted or top-dose-only effect, or effect the other way, or a change in a side signal; the % refers to the signal ratio; also: % is scaled to controls: 0 for no effect and ±100 for the full control effect
#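 Read-out is the ratio of GFP to DsRed2 object intensity, acquired by 488 nm laser-scanning cytometry on HeLa lamin A-EGFP minigene reporter cells. Compound incubation 48 hrs at 37 °C in Opti-MEM with 2% FBS; DMSO 0.5% final.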
# SMN2 splice enh: increases expression of the SMN2 splice variant; HEK293 SMN2-luciferase splicing reporter, luminescence, 30-36 h; Potency, µM (series often up to 46.1 µM), for inactives: top-dose activity change, positive = activation, usual class: activators; 2.8% of 210,000 active; AID 1458; also: % of control where 0% means no effect; nearly all actives have a fitted effect of over 55% in size
#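 HEK293 cells carry an SMN2 minigene-luciferase reporter in which exon 7 inclusion puts luciferase in frame. Cells were seeded at 2000 cells/well, attached for 10-12 hours, then exposed to compounds for 30-36 hours at 37C before ONE-Glo luminescence.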
# ALDH1A1 block: ALDH1A1 (human) enzyme inhibition | 7.3% of 220,000 active | Purified ALDH1A1, NADH fluorescence, propionaldehyde substrate | Potency, µM (titrated, usually from 75.3 µM), inactives show at the top dose activity, negative = inhibition, actives largely listed as inhibitors | AID 1030 | P00352; active = well fitted inhibition curve with a large enough effect, not every such curve was filed as active; inconclusive = small, poorly fitted or top-dose-only effect, or another doubt; inactive = no such curve, though single readings can be large or run the other way;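 also: plate controls were no enzyme wells and a reference inhibitor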
# Target sequence (P00352 whole entry, looked up): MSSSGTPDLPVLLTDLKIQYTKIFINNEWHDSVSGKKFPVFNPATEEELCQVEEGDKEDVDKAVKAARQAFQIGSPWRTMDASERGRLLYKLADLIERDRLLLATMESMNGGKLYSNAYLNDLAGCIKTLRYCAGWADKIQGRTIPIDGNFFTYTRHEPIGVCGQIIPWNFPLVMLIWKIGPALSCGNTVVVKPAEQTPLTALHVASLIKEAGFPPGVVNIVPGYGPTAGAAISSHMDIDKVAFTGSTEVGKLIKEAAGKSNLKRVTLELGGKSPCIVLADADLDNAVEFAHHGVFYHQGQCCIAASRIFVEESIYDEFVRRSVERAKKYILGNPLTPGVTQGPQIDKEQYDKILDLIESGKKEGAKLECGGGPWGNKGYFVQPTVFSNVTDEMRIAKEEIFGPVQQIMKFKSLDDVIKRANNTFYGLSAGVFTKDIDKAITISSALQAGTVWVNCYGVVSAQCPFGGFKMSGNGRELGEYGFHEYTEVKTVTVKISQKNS
# TRb-SRC2 inh: TRbeta-SRC2 interaction inhibition | 0.065% of 280,000 active | AID 1469 | Potency, µM (series often up to 106 µM), inactives show top-dose activity change, negative = inhibition, hits mostly inhibitors | TRbeta-SRC2 peptide binding, fluorescence polarization; receptor liganded with 1 µM T3;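 also: plate controls were bound peptide for no effect and peptide without receptor for full effect; nearly all actives have a fitted effect of over 50% in size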
#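 A fluorescence polarization screen tested compounds at multiple concentrations against complex formation between 0.6 uM TRb ligand-binding domain and 20 nM Texas Red SRC2 peptide, with 1 uM T3 present; readout after 5 hr.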
# RECQ1 inh: RECQ1 (human) helicase inhibition; AID 2549; 0.54% of 240,000 active; RECQ1 DNA unwinding, red fluorescence kinetic read; Potency, µM (series often up to 57.3 µM), for the others: top-dose activity, negative = inhibition, hits mostly inhibitors;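 also: plate controls were vehicle for no effect and no enzyme for full effect; nearly all actives have a fitted effect of over 30% in size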
#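 RECQ1T1 50 nM; forked duplex (20 bp + 30-nt ss tails) 200 nM, ATP 2 mM final; pH 8.0, 2 mM MgCl2, 2.5 ug/ml poly(dI-dC); 15 min compound preincubation; discontinuous kinetic read over 2 h at RT.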
# TexasRed fluor: Texas Red fluorescence interference in TRb-SRC2 counter-screen; TRb/SRC2 Texas Red total fluorescence interference; Potency, µM (highest dose often 106 µM), for the others: top-dose fluorescence change, negative = quenching; 0.29% of 280,000 active; AID 1479; active = well fitted curve in either direction with a large enough effect; inconclusive = small, poorly fitted or top-dose-only effect; also: % is scaled to controls: 0 for no effect and ±100 for the full control effect
#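 Flags fluorescent or light-absorbing compounds by total fluorescence, S + 2P, at 555 nm excitation and 632 nm emission. Mixture: 20 nM Texas Red SRC2 peptide, 0.6 uM human TRb LBD, 1 uM T3, 5% DMSO; compound exposure 5 h at ambient temperature.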
# GoLoco inh red: RGS12 GoLoco-Gai1 interaction inhibition | P63096 | Gai1:RGS12 GoLoco peptide FP, rhodamine, 10 min | Potency, µM (highest dose often 61.6 µM), for the others: at the highest dose activity, negative = inhibition, most hits filed as inhibitors | 0.44% of 230,000 active; active = well fitted inhibition curve with a large enough effect, not every such curve was filed as active; inactive = no such curve, though single readings can be large or run the other way; also: % is scaled to controls: 0 for no effect and ±100 for the full control effect; nearly all actives have a fitted effect of over 30% in size; many of its hits are not listed in these tables
# KDM4E inh: inhibitors of human JMJD2E histone demethylase | Potency, µM (titrated, usually from 57.1 µM), inactives show top-dose activity change, negative = inhibition, hits mostly inhibitors | B2RXH2 | AID 2147 | 1.6% of 230,000 active | JMJD2E catalytic domain, FDH-coupled NADH fluorescence (FDH is formaldehyde dehydrogenase); active = well fitted inhibition curve with a large enough effect, not every such curve was filed as active; inconclusive = small, poorly fitted or top-dose-only effect, or another doubt; inactive = no such curve, though single readings can be large or run the other way;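 also: 0% = wells with enzyme and -100% = buffer wells without enzyme; nearly all actives have a fitted effect of over 50% in size; many of its hits are not listed in these tables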
# Target sequence (B2RXH2 1-337 limits assumed): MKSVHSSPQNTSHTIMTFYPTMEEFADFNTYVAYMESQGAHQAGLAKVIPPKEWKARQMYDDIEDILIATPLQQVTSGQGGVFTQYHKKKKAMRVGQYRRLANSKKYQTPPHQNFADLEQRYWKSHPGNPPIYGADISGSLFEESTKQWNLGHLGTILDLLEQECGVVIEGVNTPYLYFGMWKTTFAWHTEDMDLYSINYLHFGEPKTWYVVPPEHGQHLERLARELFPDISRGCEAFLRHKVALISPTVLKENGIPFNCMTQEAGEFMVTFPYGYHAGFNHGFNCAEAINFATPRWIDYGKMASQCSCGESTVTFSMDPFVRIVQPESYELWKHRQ
# The depositor's hits bear a star; i = inactive; ? = inconclusive; . = not tested or not shown; [ ] = remark or other dose. Unless noted, calls follow the shape of the dose curve; as a rule, active = well fitted curve in the direction sought with a large enough effect; inconclusive = small, poorly fitted or top-dose-only effect, or another doubt; inactive = no such curve, though single readings can be large; an effect the other way counts as inactive or inconclusive. Potency is read from the fitted curve at half-maximal effect. Only part of the results is shown; rates above refer to the full screens.
SMILES,LMNA splice mod,SMN2 splice enh,ALDH1A1 block,TRb-SRC2 inh,RECQ1 inh,TexasRed fluor,GoLoco inh red,KDM4E inh
Cc1ccc2c(C(=O)CN3CCC4(CC3)OCCO4)c(C)[nH]c2c1,-7%,-8%,4%,-10%,i,-2%,-1%,-2%
COc1ccc(Nc2ccncc2[N+](=O)[O-])cc1,8%[46 µM],-21%,-7%,-1%,i,2%,-7%,-4%
Cc1ccc(CN2C3=NCCCN3c3ccccc32)cc1,8%,-8%,14%,0%,-10%,0%,-5%,5%
COc1cccc(NS(=O)(=O)c2cc(C)ccc2OC)c1,-3%,?,?,-3%,1%,-1%,4%,3%
COCCNC(=O)COc1ccc(C)cc1C(=O)c1cc(C#N)c(=O)n(C2CC2)c1,-6%[46 µM],-8%,7%,3%,i,-1%,9%,-3%
O=C(O)c1ccc(COc2c(F)c(F)c(F)c(F)c2F)o1,-11%,17%,8%,2%,-18%,-5%,-1%,12%
Cc1ccc2nc(C)c3c(c2c1)N(c1ccc(F)cc1)CC3,.,.,.,-2%,-1%,-2%,7%,?
COc1ccc(OC)c(Cc2nnc(CCC(=O)NCc3nc4ccccc4s3)o2)c1,.,.,-10%,-5%,i,-2%,17%,-10%
O=C(NCCN1C(=O)S/C(=C\c2cccnc2)C1=O)c1ccc(S(=O)(=O)N2CCCC2)cc1,.,.,.,-16%,?,0%,11%,3%
CC(=O)Oc1cc2oc(=O)cc(C)c2cc1Cl,.,.,.,3%,-17%,2%,2%,?
CC(C)(C)c1ccc(OCC(=O)NN2Cc3ccccc3C2=N)cc1,-8%[46 µM],13%,?,-9%,-4%,1%,8%,-1%
CCC1Cc2c(nc(N)c3c(N)nc(N4CCOCC4)c(C#N)c23)O1 (stereo not drawn),?,-6%,?,-5%,i,-9%,11%,?
CC(=O)Nc1ccc(/C(C)=N/NS(=O)(=O)c2ccc(C)cc2)cc1,-5%,-18%,1%,-3%,-1%,-4%,9%,0%
CC(C)c1nc(N2CCOCC2)c(C#N)c2c1COC(C)(C)C2,-9%,-10%,?,5%,-7%,-3%,-4%,?
Cc1cc(N/N=C/c2c[nH]c3ccccc23)c2ccccc2n1,.,-7%,?,-2%,i,-3%,5%,?
CCc1ccc(C2CC(=O)N(c3cccc(F)c3)C3=C2C(=O)OC3)cc1 (stereo not drawn),3%[9.22 µM],7%,-6%,-2%,-5%,-1%,7%,-11%
O=C(CN1CCN(C(=S)NC2CCCC2)CC1)Nc1ccc(Oc2ccccc2)cc1,?,.,?,-2%,-19%,1%,.,7%
CCOC(=O)N1CCN(C(=O)c2ccc(NC(C)=O)cc2)CC1,-3%,6%,4%,-4%,-14%,3%,9%,3%
CSc1ccc(/C=C/C(=O)c2ccc(NC(C)=O)cc2)cc1,7%,5%,-14%,13%,-21%,-2%,11%,-1%
O=C(O)[C@@H]1CSC2(CCSC2)N1 (stereo partly drawn),1%,3%,-11%,3%,i,1%,-8%,-14%
Cc1ccc(OCCn2c3ccccc3n3nc(C)c(=O)nc23)cc1,.,-27%,?,2%,i,-2%,8%,-3%
CC(=O)Nc1ccc(Cl)cc1C(=O)O,-3%,1%,-3%,-8%,-11%,-3%,4%,?
CC(C)CCOC(=O)C(C)Sc1n[nH]c(=O)[nH]c1=O (stereo not drawn),.,.,.,-2%,-1%,-3%,1%,8%
Fc1ccc(CNCc2ccccc2C(F)(F)F)cc1,1%,-3%,5%,-3%,-6%,-2%,9%,-2%
COc1ccccc1NC(=O)c1c(NC(=O)c2ccco2)sc2c1CCC2,1%,-20%,?,-1%,-5%,3%,30%,?
NNC(=O)C1CCCn2c1nc1sc3c(c1c2=O)CCCC3 (stereo not drawn),-7%,32%,13µM*,-2%,5%,-1%,11%,11%
CC(c1ccco1)N(C(=O)c1ccccc1F)c1ccccn1 (stereo not drawn),-16%[46 µM],7%,?,-1%,-5%,-1%,6%,?
Cc1ccc(SCC(=O)c2c(C)[nH]c3ccccc23)cc1,?,.,1%,-13%,-13%,-5%,.,2%
Cc1nn(-c2ccc(F)cc2)c2sc(C(=O)OCC(=O)N3CCC(C)CC3)cc12,-8%,-17%,?,-8%,-12%,1%,11%,?
COc1ccccc1Nc1ncc(-c2cccs2)s1,10%,22µM*,?,-7%,-1%,0%,22%,-13%
CCN(CCCNC(=O)CCNC(=O)Cn1cnc2ccccc2c1=O)c1cccc(C)c1,-3%,-16%,?,-14%,1%,1%,-7%,3%
O=C(Cc1ccccc1)c1c[nH]c(C(=O)NCCCn2ccnc2)c1,?,2%,?,-1%,-18%,0%,5%,4%
NNC(=O)c1cc(-c2ccco2)[nH]n1,.,-8%,8%,2%,16%,0%,3%,14%
CC(=O)c1cccc(NS(=O)(=O)c2ccc(N/C=C\C(=O)c3ccc(C)cc3)cc2)c1,?,-23%,?,5%,-12%,-1%,7%,-11%
CC(=O)N1c2ccccc2NC2=C(C(=O)CCC2)C1c1cccnc1 (stereo not drawn),-8%,-1%,-1%,3%,-7%,-5%,11%,-14%
Cc1ccc(NC(=O)N2CCC(c3nc4c(nnn4Cc4c(F)cccc4Cl)c(=O)[nH]3)CC2)cc1,25%,-4%,16µM*,-9%,-9%,-1%,4%,2%

# Copied from the list:
# NNC(=O)c1cc(-c2ccco2)[nH]n1 in TRb-SRC2 inh reads 2%
# CC(=O)N1c2ccccc2NC2=C(C(=O)CCC2)C1c1cccnc1 (stereo not drawn) in ALDH1A1 block reads -1%

# The list continues:
SMILES,LMNA splice mod,SMN2 splice enh,ALDH1A1 block,TRb-SRC2 inh,RECQ1 inh,TexasRed fluor,GoLoco inh red,KDM4E inh
CC(OC(=O)CNC(=O)C12CC3CC(CC(C3)C1)C2)C(=O)Nc1ccc(N2CCOCC2)cc1 (stereo not drawn),-3%,-5%,?,-7%,-1%,1%,3%,1%
N#Cc1ccccc1CSC1=NCCS1,-12%[46 µM],.,?,0%,16%,-1%,5%,-4%
CC(C)CC(NC(=O)C(NC(=O)OC(C)(C)C)C(C)C)C(=O)NC(CCC(=O)OCc1ccccc1)C(N)=O (stereo not drawn),?,1%,4%,0%,-11%,-3%,12%,5%
CC(C)c1ccc(NC(=O)c2ccc(Br)o2)cc1,?,2.5µM*,6%,2%,-10%,0%,-5%,4%
Cc1ccc(C2=CSC3=NS(=O)(=O)CCN23)cc1,.,-10%,9%,6%,14%,1%,6%,-6%
C=CCNC(=S)N1CCN(CCN=CC2=C(O)CC(c3cccs3)CC2=O)CC1 (stereo not drawn),6%,4%,?,-19%,i,2%,34%[activator],1%
CC(C)CC(=O)Nc1ccc(OCC(=O)O)cc1,-6%,-3%,8%,2%,-1%,-6%,0%,-7%
CCOC(=O)c1ccccc1NC1OC(=O)c2ccccc21 (stereo not drawn),4%,-4%,?,2%,-3%,-7%,-4%,?
N#Cc1cnc2c(-c3ccccc3)c(-c3ccccc3)nn2c1N,.,-10%,?,-2%,0%,-7%,2%,?
CSCCC(NS(=O)(=O)c1ccc2c(c1)oc(=O)n2C)C(=O)NC1CCN(Cc2ccccc2)CC1 (stereo not drawn),.,.,-5%,-8%,i,-1%,12%,14%
COc1ccc(-c2occ(C(=O)O)c2C(=O)O)cc1,2%,-12%,?,11%,-9%,-2%,0%,?
O=C(N/C(=C/c1ccc(Cl)cc1)c1nc2ccccc2[nH]1)c1ccco1,2%,8%,?,-6%,i,0%,11%,?
CC(C)(C)[C@@H]1C=C(C(=O)N2CCN(Cc3ccccc3)CC2)O[C@H](OCc2ccc(CO)cc2)C1,.,.,-11%,1%,-10%,-3%,6%,-11%
CCn1c(-c2ccc(F)cc2)n[nH]c1=S,0%,5%,-9%,0%,9%,-2%,12%,?
COc1ccc(-n2c(SCc3ccccn3)nc3c(c2=O)SCC3)cc1OC,1%[9.22 µM],-5%,3%,4%,i,-2%,6%,2%
CCOC(=O)CSC1=NC(=O)/C(=C\c2ccc(OC(C)=O)cc2)S1,-3%,19%,-7%,1%,-5%,-6%,-6%,-1%
COC(=O)c1sc(NC(=O)COc2ccccc2OC)nc1C,-1%,-12%,7%,0%,-14%,2%,10%,0%
CC(C)Cc1ccc(/C=C/C(=O)NC2CC2)cc1,?,?,5%,4%,-2%,-2%,-8%,1%

# Compounds above containing fluorine, in the order listed:
SMILES,LMNA splice mod,SMN2 splice enh,ALDH1A1 block,TRb-SRC2 inh,RECQ1 inh,TexasRed fluor,GoLoco inh red,KDM4E inh
O=C(O)c1ccc(COc2c(F)c(F)c(F)c(F)c2F)o1,-11%,17%,8%,2%,-18%,-5%,-1%,12%
Cc1ccc2nc(C)c3c(c2c1)N(c1ccc(F)cc1)CC3,.,.,.,-2%,-1%,-2%,7%,?
CCc1ccc(C2CC(=O)N(c3cccc(F)c3)C3=C2C(=O)OC3)cc1 (stereo not drawn),3%[9.22 µM],7%,-6%,-2%,-5%,-1%,7%,-11%
Fc1ccc(CNCc2ccccc2C(F)(F)F)cc1,1%,-3%,5%,-3%,-6%,-2%,9%,-2%
CC(c1ccco1)N(C(=O)c1ccccc1F)c1ccccn1 (stereo not drawn),-16%[46 µM],7%,?,-1%,-5%,-1%,6%,?
Cc1nn(-c2ccc(F)cc2)c2sc(C(=O)OCC(=O)N3CCC(C)CC3)cc12,-8%,-17%,?,-8%,-12%,1%,11%,?
Cc1ccc(NC(=O)N2CCC(c3nc4c(nnn4Cc4c(F)cccc4Cl)c(=O)[nH]3)CC2)cc1,25%,-4%,16µM*,-9%,-9%,-1%,4%,2%
CCn1c(-c2ccc(F)cc2)n[nH]c1=S,0%,5%,-9%,0%,9%,-2%,12%,?
